High-throughput results deposited in PubChem BioAssay by several laboratories.
PfHsp40 rescue: restores yeast growth despite PfHsp40 toxicity | S. cerevisiae expressing PfHsp40, growth rescue, ATP luminescence | growth rescue, % at 12.5 µM | 340,000 tested, 0.68% active; in the data active means growth rescue above about 28%, passing the limit was not always enough;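 further: yeast W303a lacking pdr1 and pdr3 grown in galactose medium; growth measured after three days at 30 °C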
GDH-TPI counter: GDH-TPI coupled enzyme inhibition counter-screen; GDH-TPI coupled enzyme counterscreen, NADH absorbance; inhibition, % at 4.8 µM; 360,000 tested, 1.2% active; in the data active means inhibition above about 30%;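 further: 0% = DMSO wells and 100% = wells lacking the enzyme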
BioA inh: blocks M. tuberculosis BioA enzyme activity. purified M. tuberculosis BioA enzyme, plate reader. inhibition, % at 9.99 µM. 360,000 tested, 0.096% active. AID 602481; in the data active means inhibition above about 40%
TcdB GH inh: inhibitors of Clostridioides difficile toxin B glycohydrolase. 350,000 tested, 0.24% active. P18177. TcdB glycohydrolase enzymatic assay, plate reader. inhibition, % at 9.99 µM; in the data active means inhibition above about 10%
FadD28 binding: M. tuberculosis FadD28 bisubstrate binding inhibition. inhibition, % at 12.5 µM. 360,000 tested, 0.22% active. FadD28 bisubstrate probe binding, fluorescence polarization. AID 588549; in the data active means inhibition above about 8.5%, passing the limit was not always enough
Mtb FBA inh: inhibits M. tuberculosis FBA enzyme. P9WQA3. purified M. tuberculosis FBA, fluorescence read-out. inhibition, % at 1 µM. 360,000 tested, 2.3% active; in the data active means inhibition above about 27%;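 further: 0% = vehicle and 100% = reference inhibitor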
Target sequence (P9WQA3 whole entry, looked up): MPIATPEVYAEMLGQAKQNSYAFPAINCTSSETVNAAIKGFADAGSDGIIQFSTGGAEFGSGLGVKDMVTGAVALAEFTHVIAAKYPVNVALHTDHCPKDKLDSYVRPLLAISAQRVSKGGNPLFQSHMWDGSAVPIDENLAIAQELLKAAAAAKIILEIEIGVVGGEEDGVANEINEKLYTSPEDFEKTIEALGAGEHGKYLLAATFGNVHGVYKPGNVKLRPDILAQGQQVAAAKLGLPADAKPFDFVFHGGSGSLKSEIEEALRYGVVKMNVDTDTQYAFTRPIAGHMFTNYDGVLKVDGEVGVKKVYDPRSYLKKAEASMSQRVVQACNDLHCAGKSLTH
Yp Topo-I inh: blocks Yersinia pestis topoisomerase I activity; Y. pestis Topo-I cleavage product accumulation, plate reader; activity, % at 10 µM; 360,000 tested, 0.064% active; in the data active means activity above about 50%, passing the limit was not always enough; further: inactives centre near 2
BH1578 lux ind: induces V. cholerae light production without autoinducers | V. cholerae BH1578 lux reporter, luminescence, 6 h | activation, % at 18.7 µM | 350,000 tested, 0.16% active; in the data active means activation mostly above about 9.7%, no sharp cut-off; further: not every result past the cut was called active; inactives centre near 0; reference of the scale not given here
UGM FP inh: Mtb UDP-galactopyranose mutase inhibition; purified UGM, fluorescence polarization probe displacement; inhibition, % at 10 µM; 320,000 tested, 0.06% active; in the data active means inhibition above about 10%, passing the limit was not always enough
Target sequence (P9WIQ1 whole entry, looked up): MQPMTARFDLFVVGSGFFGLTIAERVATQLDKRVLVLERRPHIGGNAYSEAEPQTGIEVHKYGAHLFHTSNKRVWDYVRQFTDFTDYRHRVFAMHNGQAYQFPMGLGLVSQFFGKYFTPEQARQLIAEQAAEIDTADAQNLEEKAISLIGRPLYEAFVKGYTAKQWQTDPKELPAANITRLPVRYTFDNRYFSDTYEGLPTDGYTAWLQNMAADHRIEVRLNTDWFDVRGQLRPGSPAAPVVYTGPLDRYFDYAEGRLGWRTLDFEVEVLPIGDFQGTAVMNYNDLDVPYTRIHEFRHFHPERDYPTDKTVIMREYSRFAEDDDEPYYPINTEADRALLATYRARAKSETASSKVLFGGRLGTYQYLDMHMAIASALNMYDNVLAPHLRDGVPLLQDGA
* marks the source's active call; other numbers are inactive results; i = inactive; . = no result given.

SMILES	PfHsp40 rescue	GDH-TPI counter	BioA inh	TcdB GH inh	FadD28 binding	Mtb FBA inh	Yp Topo-I inh	BH1578 lux ind	UGM FP inh
Cn1c(O)c(C(=Nc2ccccc2)SCc2ccc(Cl)cc2)c(=O)n(C)c1=O	-0.2	2	-2.2	-0.2	-0.3	-1	5	i	-0.4
O=C(O)c1ccc(Cn2cc(/C=C\[N+](=O)[O-])c3ccccc32)o1	0.6	29	-0.9	0.0	1.0	-2	2	-0.4	0.4
O=C1CN(C(=S)Nc2ccc(OC(F)F)cc2)CCN1	-0.7	-14	.	0.2	-4.8	-4	2	-0.3	1.3
O=C(CSc1ccccn1)Nc1cccc(NC(=O)CSc2ccccn2)n1	1.0	7	-1.2	0.6	1.0	2	32	-0.5	0.5
O=C(CCc1ccc(S(=O)(=O)NCc2ccccc2)cc1)NCc1ccc2c(c1)OCO2	-0.4	9	-1.1	.	-0.8	-1	26	-2.9	-0.5
CC1(C)OC2C(O1)[C@@H](CO)O[C@H]2n1cnc2c(N)ncnc21 (stereo partly drawn)	2.7	3	.	14*	0.9	-1	4	-0.8	1.2
CCn1cc([N+](=O)[O-])c(C(=O)Nc2ccn(C34CC5CC(CC(C5)C3)C4)n2)n1	0.8	9	.	.	-4.7	22	28	-0.4	-2.4
S=c1[nH]nc(-c2cccnc2)n1/N=C/C=C/c1ccco1	-1.1	9	.	1.1	-1.3	8	-4	0.8	0.6
O=C1S/C(=C\c2ccccn2)C(=O)N1Cc1ccccc1F	-1.1	2	.	.	0.6	-4	3	-0.7	-0.2
COc1ccc(CCNC(=O)C2CCC(=O)N2Cc2ccccc2Cl)cc1OC (stereo not drawn)	-0.2	2	-0.7	-0.8	-1.3	1	0	i	0.6
C=CCn1c(=O)c2ccccc2n2c(SCc3c(C(=O)OCC)oc4ccccc34)nnc12	0.0	12	-0.9	.	-0.3	-1	9	i	3.0
CCCn1nc(C(=O)NCCN2CCOCC2)c2ccccc2c1=O	-0.3	14	-0.1	.	-0.4	4	3	-0.3	1.4
N#Cc1ccc(-c2ccccc2)nc1SCC(=O)c1cccc(Cl)c1	0.4	26	-0.5	.	0.0	0	-4	-0.9	2.7
CCNC(=O)C1(C)CCCN(C(=O)c2cc(-c3cccs3)oc2C)C1 (stereo not drawn)	.	1	0.1	1.4	0.0	0	10	-0.2	.
O=C(COC(=O)CCN1C(=O)C2CC=CCC2C1=O)NCCc1ccc(F)cc1 (stereo not drawn)	-1.6	5	-0.5	1.9	-0.4	-1	4	7.7	-0.3
O=C(CN1c2ccccc2Sc2ccccc21)NNC(=S)Nc1ccc(Cl)cc1	75*	-9	-1.2	0.4	-1.1	0	-23	i	-2.2
CCC(=O)N1c2ccc(S(=O)(=O)CCC(=O)Nc3nccs3)cc2CC1C (stereo not drawn)	0.2	0	-4.7	.	0.7	2	-10	-1.4	2.5
CCN1C(=O)C2(SC(NC(C)=O)=NN2C(C)=O)c2cc(C)ccc21 (stereo not drawn)	0.0	-4	0.0	.	1.4	1	1	0.9	-0.9
COC(=O)/C(=C\Nc1ccc(Oc2ccc(F)cc2F)nc1)NC(=O)c1ccccc1	.	10	-1.6	0.6	-1.3	3	4	-0.6	-1.9
Cc1ccccc1-c1nc(CN2CCC(C(=O)NCc3ccco3)CC2)c(C)o1	0.1	4	-2.9	.	0.1	-1	-5	-2.2	-0.2
CCOc1cc(NC(=O)C2CC2)c(OCC)cc1NC(=O)c1ccccn1	0.0	19	-1.1	.	0.0	-2	-2	-0.5	1.7
Cc1ccc(Cl)cc1-c1cc(C(=O)NCc2ccco2)[nH]n1	.	6	0.7	5.4	-3.0	-1	4	-1.2	.
CC1CCN(C(=O)c2ccc(S(=O)(=O)N(C)C)cc2)C(C)C1 (stereo not drawn)	0.7	3	0.3	.	-1.5	-1	-1	-6.2	-5.3
O=C(Nc1nnc(-c2cc(Cl)ccc2Cl)o1)c1ccco1	1.7	6	-0.7	-1.2	-3.6	-2	2	1.2	3.2
Cc1ccc(NC(=O)N2CCCc3ccccc32)cc1C	0.9	2	-0.1	-0.3	0.2	5	1	i	-0.6
Cc1ccc2c(C)c(C(=O)N(Cc3cccs3)C3CCS(=O)(=O)C3)oc2c1 (stereo not drawn)	1.7	4	-1.5	.	-0.5	0	6	-3.7	1.1
Cc1cccc(NC(=O)CNC(=O)c2cccc(-n3cccc3)c2)c1C	0.6	1	-4.6	2.3	0.6	2	-2	1.7	-1.1
Nn1c(SCc2cn3ccccc3n2)nnc1-c1ccncc1	-0.3	5	.	0.3	-1.0	2	-4	-0.4	-1.1
COc1ccc(CNC(=O)CN(C(=O)c2csnn2)c2cccc3ccccc23)cc1	-0.4	-10	1.0	0.0	-2.1	3	2	-4.8	1.3
Cc1ccc(C(=O)NCC(c2ccc(F)cc2)N2CCOCC2)s1 (stereo not drawn)	-0.8	10	0.0	1.2	-1.6	0	5	i	2.0
Nc1ncnc2c1ncn2[C@@H]1O[C@H](C(=O)NCc2ccc(OC(F)(F)F)cc2)[C@@H](O)[C@H]1O	.	.	1.0	0.9	-1.6	1	.	.	.
CCCOc1ccc(C2c3c(oc4cc(C)c(C)cc4c3=O)C(=O)N2CCCN(C)C)cc1 (stereo not drawn)	0.0	10	-0.2	2.7	-4.3	2	-17	-0.9	0.1
CCOc1ccc(N2C(=O)S/C(=C\c3cc(OC)c(OC)c(OC)c3)C2=O)cc1	0.0	8	2.7	0.2	1.0	0	-8	-0.4	-1.0
CC(=O)Nc1cccc(NC(=O)CSc2nc3c(=O)n(C)c(=O)n(C)c3n2C)c1	-1.1	-8	.	-1.1	-0.6	1	1	4.0	.
Cc1noc(C)c1S(=O)(=O)N(C)C[C@H]1Oc2c(NC(=O)Nc3ccccc3)cccc2C(=O)N([C@H](C)CO)C[C@@H]1C	0.3	2	-2.2	1.0	0.5	1	14	i	-2.0
CCCCN(CCCC)CCCNC(=O)C1CC(c2cc(C(F)(F)F)cc(C(F)(F)F)c2)=NO1 (stereo not drawn)	-0.4	11	-1.9	0.3	-0.4	3	-5	-0.8	0.0
COc1cc(/C=C2\CCn3c2nc2cc(C(=O)O)ccc2c3=O)ccc1OC(F)F	-1.2	27	1.1	-1.4	-13	1	2	i	3.8
c1cncc(-c2cccnc2)c1	2.1	-16	-0.5	.	-3.9	-7	4	i	-1.0
COc1ccc(COC(=O)CCS(=O)(=O)c2ccc(C)cc2)cc1F	-0.8	-6	-0.4	2.5	-2.3	-2	7	-4.2	-2.6
O=C(NCc1cccnc1)NC(C(F)(F)F)C(F)(F)F	1.1	-9	-0.7	.	-3.8	1	-2	-17	0.2
O=C(O)CN1C(=O)C2C3CC(C2C1=O)C1C(c2ccc(F)cc2)c2sc(=O)[nH]c2SC31 (stereo not drawn)	1.6	4	.	0.7	1.2	3	0	-0.4	0.7
CCn1ncc(Br)c1C(=O)N(C)C12CC3CC(CC(C3)C1)C2	4.0	-6	.	.	-4.7	0	14	0.9	-0.9
O=C(O)/C=C\c1cn(-c2ccccc2)nc1-c1cc2ccccc2o1	-0.1	5	.	3.0	-12	76*	-1	-0.4	2.2
Cc1cc(O)c(C(C)C)cc1NS(=O)(=O)c1ccccc1	0.0	1	0.4	.	0.4	0	7	i	-0.1
CC(O)c1nc2ccccc2n1C(C)c1ccccc1 (stereo not drawn)	-0.2	-5	7.8	1.3	-2.1	2	-16	0.0	0.3

An excerpt from above in order of number of heavy atoms, highest first:
SMILES	PfHsp40 rescue	GDH-TPI counter	BioA inh	TcdB GH inh	FadD28 binding	Mtb FBA inh	Yp Topo-I inh	BH1578 lux ind	UGM FP inh
Cc1noc(C)c1S(=O)(=O)N(C)C[C@H]1Oc2c(NC(=O)Nc3ccccc3)cccc2C(=O)N([C@H](C)CO)C[C@@H]1C	0.3	2	-2.2	1.0	0.5	1	14	i	-2.0
CCCCN(CCCC)CCCNC(=O)C1CC(c2cc(C(F)(F)F)cc(C(F)(F)F)c2)=NO1 (stereo not drawn)	-0.4	11	-1.9	0.3	-0.4	3	-5	-0.8	0.0
CCCOc1ccc(C2c3c(oc4cc(C)c(C)cc4c3=O)C(=O)N2CCCN(C)C)cc1 (stereo not drawn)	0.0	10	-0.2	2.7	-4.3	2	-17	-0.9	0.1
Nc1ncnc2c1ncn2[C@@H]1O[C@H](C(=O)NCc2ccc(OC(F)(F)F)cc2)[C@@H](O)[C@H]1O	.	.	1.0	0.9	-1.6	1	.	.	.
O=C(O)CN1C(=O)C2C3CC(C2C1=O)C1C(c2ccc(F)cc2)c2sc(=O)[nH]c2SC31 (stereo not drawn)	1.6	4	.	0.7	1.2	3	0	-0.4	0.7
COc1cc(/C=C2\CCn3c2nc2cc(C(=O)O)ccc2c3=O)ccc1OC(F)F	-1.2	27	1.1	-1.4	-13	1	2	i	3.8
CCOc1ccc(N2C(=O)S/C(=C\c3cc(OC)c(OC)c(OC)c3)C2=O)cc1	0.0	8	2.7	0.2	1.0	0	-8	-0.4	-1.0
COc1ccc(COC(=O)CCS(=O)(=O)c2ccc(C)cc2)cc1F	-0.8	-6	-0.4	2.5	-2.3	-2	7	-4.2	-2.6
CCn1ncc(Br)c1C(=O)N(C)C12CC3CC(CC(C3)C1)C2	4.0	-6	.	.	-4.7	0	14	0.9	-0.9
Cc1cc(O)c(C(C)C)cc1NS(=O)(=O)c1ccccc1	0.0	1	0.4	.	0.4	0	7	i	-0.1
CC(O)c1nc2ccccc2n1C(C)c1ccccc1 (stereo not drawn)	-0.2	-5	7.8	1.3	-2.1	2	-16	0.0	0.3
c1cncc(-c2cccnc2)c1	2.1	-16	-0.5	.	-3.9	-7	4	i	-1.0

Next records
SMILES	PfHsp40 rescue	GDH-TPI counter	BioA inh	TcdB GH inh	FadD28 binding	Mtb FBA inh	Yp Topo-I inh	BH1578 lux ind	UGM FP inh
CCCn1nnc(NC(=O)c2cc3ccccc3o2)n1	1.0	-1	-2.2	1.3	2.0	0	-1	-8.3	-0.8
O=C(COc1ccccc1)Nc1nnc(-c2ccc(F)cc2)o1	-2.3	11	-2.2	0.3	-0.5	6	-2	-0.5	2.6
CCCCC(=O)NC(=S)Nc1ccccc1C(=O)Nc1ccccc1	1.5	6	.	.	-2.7	1	2	-0.5	4.7
CCN(c1ccccc1)S(=O)(=O)c1ccc(C(=O)Nc2ccccc2OC)cc1	1.9	2	-0.4	0.1	-0.7	-2	31	i	2.7
Cc1cc(C)c2c(N)c(C(=O)Nc3nccs3)sc2n1	3.7	13	1.1	.	0.5	105*	-5	-0.2	-1.6
CC(C)NC(=O)NNc1c(Cl)cncc1Cl	-0.1	-5	-1.1	0.8	-2.9	-5	0	-0.4	-1.4
C#C[C@]1(O)CC[C@H]2[C@@H]3CCC4=CC(=O)CC[C@]4(C)[C@H]3CC[C@@]21C	0.7	5	0.7	0.8	-0.2	0	2	i	-1.1
Nc1ncnc2c1ncn2CCN1CCOCC1	0.9	-3	-0.9	.	-2.7	1	-3	-0.7	0.2
Cc1ccc(S(=O)(=O)N(CCC(=O)O)Cc2ccc(Cl)cc2)cc1	-0.6	6	-1.1	0.2	1.3	2	8	-3.5	-0.7
CCOC(=O)N1CCN(C(=O)c2cccc(NS(=O)(=O)c3ccc(F)c(F)c3)c2)CC1	-0.3	5	.	.	-3.2	0	-3	i	1.8
O=C1C(Cl)=C(N2CCCCCC2)C(=O)N1c1ccccc1Cl	0.0	-1	.	0.7	-2.8	-1	12	-1.5	-0.6
COc1ccc(OC)c(S(=O)(=O)N2CCCC(C(=O)N3CCCC3)C2)c1 (stereo not drawn)	-0.3	1	1.2	-1.2	-0.8	4	-5	-0.4	1.7
COc1ccccc1CNC(=O)CSc1ccc(-c2ccccn2)nn1	314*	-2	.	1.5	-3.5	-3	-3	-3.7	-1.7
CC(C)(C)c1ccc(OCc2ccc(C(=O)NN)o2)cc1	1.1	1	.	1.1	-4.0	0	7	-0.4	0.7
O=C(/C=C/[C@H]1O[C@@H](n2ccc(=O)[nH]c2=O)[C@H](O)[C@@H]1O)NCc1ccccn1	.	.	0.2	-0.5	-1.6	-2	.	.	.
COc1ccccc1C(=O)NCCC(=O)NCCOc1ccc(C)cc1	.	-4	-1.0	0.0	-3.7	-2	8	-1.2	.
C=CCNc1nnc(-c2ccncc2)s1	-0.4	12	.	.	-3.0	181*	2	-0.2	-1.3
CC(C)CN(CC(C)C)C(=O)C12CCC(C)(C(=O)O1)C2(C)C (stereo not drawn)	0.6	-6	.	.	-1.7	-1	1	-0.2	-4.6
CCCOc1ccc(CN(CCO)CCO)cc1C(=O)OC	-0.5	9	1.2	0.3	-0.7	2	8	i	-0.5
